Screening data: PubChem, several laboratories
CHRM5 PAM = human M5 muscarinic receptor positive allosteric modulators, primary screen, CHO-K1 cells, Fluo-8 calcium fluorescence; activation, % at 3 µM; actives 0.3% (n = 360,000); Muscarinic acetylcholine receptor M5 (Homo sapiens), P08912; AID 624038, 2012; CHO-K1 hM5, ACh EC20 PAM; 0% = ACh EC20, 100% = ACh EC100;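 active = activation above the run cutoff, the mean activation of all test compounds plus 3 SD, cut at about 18% in these data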
Target sequence (P08912 whole entry, looked up): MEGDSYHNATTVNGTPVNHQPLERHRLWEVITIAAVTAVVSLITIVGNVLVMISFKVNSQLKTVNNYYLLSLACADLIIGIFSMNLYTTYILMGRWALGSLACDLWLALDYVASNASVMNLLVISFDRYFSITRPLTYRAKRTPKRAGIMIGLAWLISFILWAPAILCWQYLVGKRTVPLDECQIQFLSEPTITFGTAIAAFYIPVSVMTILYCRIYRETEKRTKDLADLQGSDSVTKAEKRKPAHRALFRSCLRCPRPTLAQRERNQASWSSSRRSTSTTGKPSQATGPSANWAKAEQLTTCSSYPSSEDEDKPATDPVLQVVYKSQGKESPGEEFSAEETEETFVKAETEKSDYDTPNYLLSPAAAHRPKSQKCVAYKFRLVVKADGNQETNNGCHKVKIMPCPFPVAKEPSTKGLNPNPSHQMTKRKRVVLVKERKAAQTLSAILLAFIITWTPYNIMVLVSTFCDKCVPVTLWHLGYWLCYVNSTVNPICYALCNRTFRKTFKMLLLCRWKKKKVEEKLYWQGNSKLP
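Probe or stimulus: acetylcholine, EC20 level; Assay system: human M5 receptor in CHO-K1 cells; Schedule: compound preincubation 140 s before EC20 acetylcholine addition; Technique: intracellular calcium via Fluo-8 fluorescence; Dosing: single-point, 3 µM nominal; Read-out basis: percent activation from peak-over-basal fluorescence ratio, scaled EC20-to-EC100 acetylcholine; Repeats: one well per compound, no replicates.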
TAAR1 antag = human TAAR1 antagonists, primary screen, Fluo-8 calcium fluorescence, CHO RD-HGA16 cells; actives 1.5% (n = 360,000); Trace amine-associated receptor 1 (Homo sapiens), Q96RJ0; inhibition, % at 3 µM; antagonist;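 active = inhibition above a per-plate cutoff, the mean inhibition of test compounds on that plate plus 3 SD, cut at about 49% in these data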;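 also: 0% = DMSO plus EC80 beta-PEA response and 100% = DMSO alone without agonist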
Target sequence (Q96RJ0 whole entry, looked up): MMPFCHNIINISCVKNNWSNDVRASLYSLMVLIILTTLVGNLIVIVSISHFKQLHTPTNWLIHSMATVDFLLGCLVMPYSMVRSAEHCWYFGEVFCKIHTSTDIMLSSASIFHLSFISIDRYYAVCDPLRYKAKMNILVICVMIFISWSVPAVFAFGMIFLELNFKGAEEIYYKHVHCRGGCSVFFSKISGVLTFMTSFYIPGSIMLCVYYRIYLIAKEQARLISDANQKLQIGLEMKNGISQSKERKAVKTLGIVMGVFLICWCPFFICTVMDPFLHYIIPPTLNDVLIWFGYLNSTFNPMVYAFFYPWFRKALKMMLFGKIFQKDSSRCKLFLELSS
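Test system: RD-HGA16 CHO cells with stable hTAAR1 and Gα16 / Probe or stimulus: EC80 β-phenethylamine stimulus / Times: seeding 17-24 h prior, 75-min 37 °C, 30-min RT dye loading / Detection: Fluo-8 calcium-sensitive fluorescence / Read-out basis: % inhibition scaled between DMSO and EC80 PEA controls / Repeats: singlicate, one well per test compound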
M4 PAM = human M4 muscarinic receptor positive allosteric modulators, primary screen, CHO-K1 cells, Fluo-8 calcium fluorescence. CHO-K1 hM4/Gqi5, ACh EC20; 0% = ACh EC20, 100% = maximal ACh. AID 624126, 2012. activation, % at 3 µM. actives 0.4% (n = 360,000). Muscarinic acetylcholine receptor M4 (Homo sapiens), P08173;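 active = activation above its plate's cutoff, the mean activation of sample wells plus 3 SD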; also: some results filed as inactive read as strong as hits
M1 PAM parental = nonselective calcium activators in parental CHO-K1 cells, primary screen, counter-screen for M1 PAM project, cell-based, Fluo-8 calcium fluorescence, full deck, 1536-well; ATP EC20; 0% at ATP EC20, 100% at ATP max; activation, % at 3 µM; actives 0.02% (n = 360,000); AID 602247, 2012;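 active = activation above the run cutoff, the mean activation of all test compounds plus 3 SD, cut at about 40% in these data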;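 also: peak over basal fluorescence ratio in a 140 s read after ATP addition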
CHRM5 agonist = human M5 muscarinic receptor agonists, primary screen, CHO-K1 cells, Fluo-8 calcium fluorescence; Muscarinic acetylcholine receptor M5 (Homo sapiens), P08912; CHO-K1 hM5 cells; 0% DMSO wells, 100% maximal acetylcholine response; activation, % at 3 µM; actives 0.19% (n = 360,000);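 active = activation above the run's mean over test compounds plus 3 SD, cut at about 23% in these data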;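 also: signal is peak over basal fluorescence ratio across the kinetic read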
CRFR2-BP antag = antagonists of CRF-BP/CRF-R2 complex, primary screen, cell-based, HEK293, calcium dye fluorescence, uHTS; inhibition, % at 11.8 µM; CRF-induced calcium fluorescence; actives 0.59% (n = 350,000);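 active = inhibition of the ligand-induced calcium signal above about 50% at the single tested concentration, limit read from the data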
CHRM5 antagonist = human M5 muscarinic receptor antagonists, primary screen, CHO cells, Fluo-8 calcium fluorescence; Muscarinic acetylcholine receptor M5 (Homo sapiens), P08912; CHO-hM5 cells, ACh EC80; inhibition, % at 3 µM; actives 0.59% (n = 360,000); AID 624040, 2012;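 active = inhibition above a per-plate cutoff, the mean of that plate's test compounds plus 3 SD, cut at about 27% in these data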;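 also: 0% = acetylcholine EC80 with DMSO and 100% = DMSO without agonist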
CRFBP-R2 agonist = agonists of CRF-BP/CRF-R2 complex, primary screen, cell-based, HEK293, calcium dye fluorescence, uHTS. calcium dye fluorescence (FLIPR); percent of saturating CRF peptide response. actives 0.46% (n = 350,000). activation, % at 13.2 µM. AID 588473, 2011;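 active = activation of at least 50%, plus an integration ratio under a set limit after plate pattern correction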;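 also: plate controls were neutral control wells without compound for no effect and CRF at EC100 for full effect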
TAAR1 ag = human TAAR1 agonists, primary screen, Fluo-8 calcium fluorescence, CHO RD-HGA16 cells; actives 0.99% (n = 360,000); activation, % at 3 µM; vehicle wells 0%, saturating PEA agonist 100%;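 active = activation above the mean activation of all test compounds in the run plus 3 SD, cut at about 38% in these data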
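Assay system – CHO-derived RD-HGA16 cells with stable Gα16 and human TAAR1 · Compound dosing – one-point dosing at 3 µM (nominal) · Incubation – 17-24 h seeding, 75 min 37 °C dye, 30 min RT · Measured by – kinetic Fluo-8 calcium fluorescence · Control set – DMSO vehicle as 0%, PEA at EC100 as 100% · Repeats – single well for each compound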
Numbers without * were called inactive; . = no result given.

Preview:
smiles | CHRM5 PAM | TAAR1 antag | M4 PAM | M1 PAM parental | CHRM5 agonist | CRFR2-BP antag | CHRM5 antagonist | CRFBP-R2 agonist | TAAR1 ag
O=C1c2ccccc2C(c2nnnn2Cc2ccccc2)N1CCc1ccccc1F (stereo unspecified) | -18 | 68* | -6 | 13 | 4 | . | 3 | . | 16
CCN(CC)CCn1c(NC(=O)c2ccccc2O)nc2ccccc21 | -6 | 13 | -4 | 15 | -1 | -4 | 7 | -2.4 | 4

The list itself (from the top)
smiles | CHRM5 PAM | TAAR1 antag | M4 PAM | M1 PAM parental | CHRM5 agonist | CRFR2-BP antag | CHRM5 antagonist | CRFBP-R2 agonist | TAAR1 ag
O=C1c2ccccc2C(c2nnnn2Cc2ccccc2)N1CCc1ccccc1F (stereo unspecified) | -18 | 68* | -6 | 13 | 4 | . | 3 | . | 16
CCN(CC)CCn1c(NC(=O)c2ccccc2O)nc2ccccc21 | -6 | 13 | -4 | 15 | -1 | -4 | 7 | -2.4 | 4
O=C(N/N=C/c1cn[nH]c1-c1ccc(Cl)cc1)c1ccc([N+](=O)[O-])cc1 | -10 | 19 | 0 | 5 | -8 | 35 | 24 | -1.8 | 4
O=[N+]([O-])c1cccc(-c2cn3ccccc3n2)c1 | -11 | -1 | 3 | 22 | -2 | 7 | 9 | 0.5 | 1
Cc1ccc(S(=O)(=O)Nc2ccc3c(c2)C(=O)N([C@H](C)CO)C[C@H](C)[C@@H](CN(C)C(=O)NC2CCCCC2)OCCCC[C@@H](C)O3)cc1 | 0 | -23 | -3 | 19 | -1 | 7 | 4 | 9.9 | 2
Cc1[nH]c2ccccc2c1/C=N/NC(=O)CCC(=O)NCc1ccccc1 | -6 | 9 | 0 | -2 | -3 | 6 | 26 | 1.2 | 7
Cn1c2ccc(F)cc2c2nc3ccccc3nc21 | 9 | -18 | 7 | 18 | 0 | 1 | 7 | 3.5 | 9
NN/C(=C\[N+](=O)[O-])Nc1ccc(Cl)cc1 | 2 | 3 | -5 | -6 | 6 | -12 | 4 | -0.1 | 13
COc1ccccc1S(=O)(=O)N(C)C[C@H]1Oc2ncc(Br)cc2C(=O)N([C@H](C)CO)C[C@H]1C | 1 | 0 | 4 | 29 | -1 | 3 | -2 | -1.1 | 1
O=C(/C=C/c1ccc2c(c1)OCO2)c1ccc(F)cc1 | 0 | -11 | -4 | -13 | -1 | 5 | 8 | -1.5 | 9
COc1ccc2c(c1)OC[C@H]1[C@H]2N2C(=O)CN(Cc3ccco3)C(=O)[C@@]2(C)[C@H]1c1ccccc1 | -2 | -13 | 13 | 15 | 7 | -7 | 1 | 1.8 | 6
Cc1cccc(N2CCN(C(=O)Cc3cn(C)c4ccccc34)CC2)c1C | -11 | 4 | 2 | -2 | -14 | -10 | 8 | -0.8 | 2
Cc1cc(NCCCN2CCOCC2)n2c(nc3ccccc32)c1C#N | 8 | 5 | 2 | 27 | -11 | 3 | -11 | 2.6 | 4
CSC1=NNC(c2ccc(C(C)(C)C)cc2)=NN1 | -1 | -17 | -1 | -1 | -1 | 3 | 0 | 0.7 | 1
CC1(c2ccc(Cl)cc2)NC(=O)N(CC(=O)Nc2ccc3c(c2)OCO3)C1=O (stereo unspecified) | 2 | 36 | -5 | -11 | 15 | -29 | -2 | 19 | 59*
CCN(CC)CCOC(=O)CCc1cccc2ccccc12 | -15 | -6 | -5 | 16 | -12 | -14 | -3 | 3.3 | 16
CCC1CCCCN1S(=O)(=O)c1ccc(S(=O)(=O)N(Cc2cccs2)C2CC2)cc1 (stereo unspecified) | -22 | -9 | -18 | 5 | -4 | -82 | 11 | 26 | 1
CNC(=O)C[C@H]1C(=O)N(c2ccc(Br)cc2)C[C@@H]1C | 1 | -4 | -1 | 6 | 0 | -1 | 2 | -1.5 | 2
Cc1ccc(S(=O)(=O)N2CCN(C(=O)c3c(-c4ccccc4)noc3C)CC2)cc1 | 0 | -13 | -2 | 11 | -2 | -4 | 9 | -1.9 | 2
O=[N+]([O-])c1ccc(Cc2cncc(O)c2)cc1 | 0 | -12 | -3 | 7 | 0 | 20 | 3 | -1.3 | 3
Cc1cc(Cl)c(S(=O)(=O)Nc2cccc(O)c2)cc1OCC(N)=O | 3 | -1 | 7 | 15 | 2 | 1 | -6 | -1.5 | 3
Cc1cc(C)nc(-n2nc(C)cc2NC(=O)CNC(C)c2ccccc2)n1 (stereo unspecified) | 1 | -1 | -2 | -1 | -1 | 24 | -3 | -0.8 | 10
O=C(Oc1c(Cl)cc(Cl)c2cccnc12)c1ccco1 | 2 | -16 | 1 | -5 | 1 | 8 | 12 | 1.0 | -1
CCOc1ccc(CCNC(=O)CN2C(=O)NC3(CCCCC3C)C2=O)cc1OCC (stereo unspecified) | 0 | -11 | -2 | 10 | 0 | -1 | -7 | -1.0 | -1
O=C(Cc1coc2ccc3ccccc3c12)N1CCc2ccccc21 | -2 | -4 | -2 | -2 | -1 | 31 | 3 | 0.1 | 10
C/C(=N\NC(=O)c1nnn(-c2nonc2N)c1-c1cccs1)c1ccc(C)cc1 | -1 | 10 | 0 | 5 | 3 | -16 | 4 | -1.2 | 103*
Cc1ccc(O)c(NC(=O)Cc2ccc3ccccc3c2)c1 | -5 | 9 | -5 | 9 | 1 | 0 | 0 | -0.1 | 0
COc1cc(CNC(=O)c2cc(-c3cc(Cl)ccc3OC)n[nH]2)cc(OC)c1 | -1 | -7 | 4 | 3 | -2 | . | 1 | . | 1
O=C(O)CC/C(=C\c1ccc(N2CCCC2)c([N+](=O)[O-])c1)c1nc2ccccc2s1 | 1 | -14 | 2 | 18 | -1 | -10 | -11 | -1.3 | 5
NC(=O)c1ccccc1N/C=C/C(=O)c1cccs1 | -3 | 10 | 2 | 15 | -1 | 16 | 1 | -1.4 | 6
Cc1ccccc1NS(=O)(=O)c1ccc(NC(=O)N2CCCCC2)cc1 | -4 | 30 | -4 | 16 | 2 | -1 | 3 | -0.4 | 6
N=c1n(CCN2CCCCC2)c2ccccc2n1CC(=O)c1ccc(Cl)c(Cl)c1 | -3 | -18 | -8 | 5 | -9 | -18 | 16 | -1.1 | -1
Cc1ccc2c(c1)c1ncn(CCC3=CCCCC3)c(=O)c1n2C | -2 | -19 | 12 | 0 | -1 | 0 | -1 | -0.5 | 8
COc1cccc(/C=C2/SC(=O)N(C)C2=O)c1OCc1ccc(C(=O)O)cc1 | 7 | -8 | 0 | 30 | 2 | 13 | 8 | -0.5 | 5
CCc1ccc(OCc2ccc(C(=O)O)o2)cc1 | -1 | -9 | -2 | 6 | 2 | 8 | 0 | 0.9 | 0
COc1ccc(CNC(=O)C(C)Sc2ccc(S(=O)(=O)N3CCOCC3)cn2)cc1 (stereo unspecified) | -5 | -32 | -4 | -15 | 0 | -5 | 2 | -0.2 | 1
Cc1cc(C)c(CN2CCN(C(=O)Cn3cnc(C(=O)Nc4ccc(C)c(C)c4)n3)CC2)c(C)c1 | 0 | 56* | 1 | -12 | 4 | -16 | 2 | 0.3 | 27
O=C(NO)c1ccc(C(=O)N(C2CCCCC2)C2CCCCC2)cc1 | 4 | -1 | 6 | 12 | 2 | 5 | -7 | -3.4 | 14
CCCN1CCC(N2CCN(c3ccc([N+](=O)[O-])cc3)CC2)CC1 | -1 | -9 | -11 | -22 | -1 | 2 | 6 | -2.8 | 2
CC(=O)N1CCC(N2CCN(Cc3ccc(C)cc3)C(CCO)C2)CC1 (stereo unspecified) | 3 | -5 | -1 | 34 | -6 | -2 | 8 | 0.4 | 0
CC1(C)CCc2cc(CN3CCN(c4ccccn4)CC3)ccc2O1 | 3 | -15 | -14 | -3 | -1 | 0 | -6 | 0.3 | 3
CCCCn1c(N)c(N(CC(C)C)C(=O)c2cccc(S(=O)(=O)N3CCN(C)CC3)c2)c(=O)[nH]c1=O | 2 | 6 | 10 | 6 | -1 | 3 | 2 | 2.9 | 0
O=S(=O)(NCCNS(=O)(=O)c1cccs1)c1cccs1 | 2 | -11 | 7 | 17 | -2 | -11 | 15 | 7.4 | 9
CCCn1c(CCC(=O)O)nc2cc(S(=O)(=O)N(CC)CC)ccc21 | 8 | 4 | 10 | 25 | -6 | -12 | -2 | -0.6 | 17
COc1ccc(-c2cccc(-c3cc(=O)oc4cc(OC)cc(OC)c34)c2)cc1 | -12 | -25 | -4 | 15 | 0 | -5 | 5 | 2.4 | 6
CSCCC(NC(=O)c1ccc(Cl)cc1Cl)C(=O)OC1CCCCC1=O (stereo unspecified) | 3 | 2 | 0 | 14 | -2 | 9 | -3 | 0.3 | -1
CC(C)Oc1ccc(N2CC(C(=O)Nc3ccccn3)CC2=O)cc1 (stereo unspecified) | 1 | 18 | -8 | 16 | -3 | -8 | -7 | 2.4 | 4
CCCCCn1c(=O)[nH]c2cc(C(=O)N3CCN(Cc4ccc5c(c4)OCO5)CC3)ccc2c1=O | -6 | 20 | -4 | 17 | 4 | -23 | 5 | -0.9 | 5
Cc1ccc2cc(CN(Cc3ccco3)C(=O)c3ccco3)c3nnnn3c2c1 | -5 | 27 | -8 | 2 | 0 | -1 | 9 | -1.6 | 6
Cc1cc(C)c(-n2nnnc2SCC(=O)c2cc3ccccc3o2)c(C)c1 | 0 | 8 | 7 | -17 | 2 | 24 | -3 | 1.2 | 5
O=c1cc(-c2ccccc2)nc(SCc2ccc(Cl)cc2)[nH]1 | 4 | -16 | 2 | 17 | -2 | 4 | -4 | -1.3 | 1
Cc1cc(=O)c2c(C)nn(-c3ccccc3)c2[nH]1 | -4 | -9 | 2 | 1 | 3 | 12 | 2 | 0.3 | 0
COC(=O)[C@H](C)NC(=O)Nc1ccc(OC(F)(F)F)cc1 | -5 | 11 | 9 | 2 | -1 | 11 | 4 | -1.2 | 0
COC(=O)C(C)Sc1nc2c(c(-c3ccc(OC)cc3)c1C#N)-c1ccccc1C2=O (stereo unspecified) | -5 | 10 | 5 | -2 | 1 | 13 | 1 | -0.1 | 6
